TSHR antagonist: Antagonists of the Thyroid Stimulating Hormone Receptor: HTS campaign | Thyrotropin receptor (Homo sapiens), P16473 | 330,000 tested, 0.2% active | activity change, negative = inhibition, % at 11.5 µM | TSHR-expressing cells, TSH-stimulated cAMP HTRF, 2 h; active compounds read low;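 active means activity change below a set negative limit, meaning inhibition stronger than a set level, cut at about -70% in these data; inconclusive means activity change between two set negative limits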; further: on the % scale 0 is the no-effect control and ±100 the full control effect
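Antagonism was scored as loss of TSH-driven cAMP in TSHR cells, stimulated with 4nM TSH (EC80) for 2 hours at 37 deg C and detected by homogeneous HTRF competition immunoassay.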
AT treatment: qHTS Assay for Identifying a Potential Treatment of Ataxia-Telangiectasia; […] A-T fibroblasts, KAP-1 phosphorylation AlphaLISA; neocarzinostatin DNA damage 30 min before lysis; Potency, µM (series often up to 57.5 µM), for the others: at the highest dose activation, usual class: activators; AID 485349, 2010; 320,000 tested, 0.19% active; further: potency means the concentration at half of the fitted maximal effect; % of control where 0% means no effect; nearly all actives have a fitted effect of over 45% in size
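ATM-like activity read as KAP-1 phosphorylation via AlphaLISA donor/acceptor antibody pairs after lysis and 6 hr at 25C. Cells were ATM-null patient fibroblasts ([…], hTERT), dosed 60 min, then exposed to the DSB inducer NCS for 30 min.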
ASM inhibitor: Inhibitors of Secretory Acid Sphingomyelinase (S-ASM): qHTS | Sphingomyelin phosphodiesterase (Homo sapiens), P17405 | placental ASM, HMU-PC fluorogenic substrate, 60 min | Potency, µM (series often up to 57.5 µM), inactives show top-dose activity change, negative = inhibition, most hits filed as inhibitors | 340,000 tested, 0.006% active | AID 504937, 2011; further: potency means the concentration at half of the fitted maximal effect
Target sequence (P17405 47-631 limits assumed): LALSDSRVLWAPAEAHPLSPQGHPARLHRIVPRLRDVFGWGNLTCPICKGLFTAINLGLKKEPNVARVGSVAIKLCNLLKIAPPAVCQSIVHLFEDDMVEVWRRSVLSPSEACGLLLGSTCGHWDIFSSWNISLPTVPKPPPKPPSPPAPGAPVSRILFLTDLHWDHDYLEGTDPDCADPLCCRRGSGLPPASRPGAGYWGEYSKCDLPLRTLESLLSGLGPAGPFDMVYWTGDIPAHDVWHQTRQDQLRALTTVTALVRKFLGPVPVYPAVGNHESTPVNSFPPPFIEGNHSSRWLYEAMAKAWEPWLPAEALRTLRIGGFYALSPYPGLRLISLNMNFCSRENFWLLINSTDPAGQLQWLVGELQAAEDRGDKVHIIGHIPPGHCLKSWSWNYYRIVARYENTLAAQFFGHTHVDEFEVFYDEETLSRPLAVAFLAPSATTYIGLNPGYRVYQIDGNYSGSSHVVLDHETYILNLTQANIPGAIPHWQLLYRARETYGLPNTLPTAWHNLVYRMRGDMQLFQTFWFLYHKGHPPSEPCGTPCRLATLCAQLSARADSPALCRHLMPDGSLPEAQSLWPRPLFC
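HMU-PC0 cleavage (9 uM final) by human placental ASM, 60 min at 37 °C following 10 min compound exposure at RT; stopped at pH 10, fluorescence Ex 386/Em 447 nm.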
ELG1 DNA repair: qHTS screen for small molecules that inhibit ELG1-dependent DNA repair in human embryonic kidney (HEK293T) cells expressing luciferase-tagged ELG1; HEK293T ELG1-luciferase reporter, luminescence, 16 h; DNA damage induced by 5-fluorouridine; Potency, µM (highest dose often 46.1 µM), for the others: at the top dose activity change, negative = inhibition, usual class: inhibitors; 330,000 tested, 2.3% active; AID 504467, 2011; further: potency means the concentration at half of the fitted maximal effect; on the % scale 0 is the no-effect control and ±100 the full control effect; nearly all actives have a fitted effect of over 55% in size
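5-Fluorouridine DNA damage + compound/DMSO, 2,000 cells/well, 16 h, 37 °C/5% CO2. ONE-Glo, 30 min RT, luminescence. Readout = decrease in reporter signal.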
Eya2 phos inh: qHTS Assay for Inhibitors of the Phosphatase Activity of Eya2. Protein phosphatase EYA2 (Homo sapiens), O00167. recombinant Eya2, OMFP fluorescence dephosphorylation (OMFP is methylfluorescein phosphate). Potency, µM (highest dose often 76.9 µM), for the others: at the highest dose activity, negative = inhibition, most hits filed as inhibitors. 330,000 tested, 0.006% active. AID 488837, 2010; further: potency means the concentration at half of the fitted maximal effect; on the % scale 0 is the no-effect control and ±100 the full control effect
Target sequence (O00167 whole entry, looked up): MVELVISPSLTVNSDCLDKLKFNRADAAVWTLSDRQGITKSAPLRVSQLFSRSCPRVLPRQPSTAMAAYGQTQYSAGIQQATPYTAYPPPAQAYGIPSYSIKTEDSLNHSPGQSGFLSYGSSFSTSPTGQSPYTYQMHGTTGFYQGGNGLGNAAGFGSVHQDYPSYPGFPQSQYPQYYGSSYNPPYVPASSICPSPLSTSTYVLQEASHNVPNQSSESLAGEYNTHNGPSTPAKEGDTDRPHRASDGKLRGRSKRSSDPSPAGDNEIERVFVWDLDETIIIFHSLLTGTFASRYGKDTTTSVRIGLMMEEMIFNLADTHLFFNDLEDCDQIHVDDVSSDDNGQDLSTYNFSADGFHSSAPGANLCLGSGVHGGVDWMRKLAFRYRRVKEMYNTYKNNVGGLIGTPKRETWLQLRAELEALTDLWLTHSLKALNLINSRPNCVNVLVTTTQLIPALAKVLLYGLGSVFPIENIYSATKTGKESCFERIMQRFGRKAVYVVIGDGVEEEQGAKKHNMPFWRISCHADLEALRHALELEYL
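Eya2 (0.2 uM) preincubated 10 min at ambient with compound, then OMFP substrate added at 50 uM; 10 min reaction in 50 mM HEPES pH 7.5, 50 mM NaCl, 5 uM MgCl2, 0.05% BSA, 1 mM DTT. Fluorescence read at Ex 485/Em 525 nm.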
TCR activator: Activators of T cell receptors: qHTS campaign; primary human leukocytes, anti-CD3, IL-2 HTRF, 48 h; Potency, µM (series often up to 9.22 µM), inactives show top-dose activation of IL-2 secretion, actives largely listed as activators; 330,000 tested, under 10 active; further: % of control where 0% means no effect
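1) Mix primary human leukocytes, a-CD3 beads and compound. 2) Incubate 48 hr. 3) Add HTRF IL-2 reagents (a-IL-2-K, a-IL-2-d2).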
PTAP TSG101 blk: qHTS Assay for Iinhibitors of HIV-1 Budding by Blocking the Interaction of PTAP/TSG101. Tumor susceptibility gene 101 protein (Homo sapiens), Q99816. Fluorescence polarization, FITC-PTAP peptide / Tsg101 binding. Potency, µM (series often up to 115 µM), without a hit: at the highest dose activity change, negative = inhibition, actives largely listed as inhibitors. 340,000 tested, under 10 active; active means well fitted inhibition curve with a large enough effect in the main read-out, with a control signal flat, not every such curve was filed as active; inconclusive means small, poorly fitted or top-dose-only effect, or effect the other way, or a change in a side signal; inactive means no such curve, though single readings can be large or run the other way; further: potency means the concentration at half of the fitted maximal effect; % of control where 0% means no effect
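Tsg101 binding domain (10 uM final) was mixed with compound and a FITC-labeled PTAP peptide (50 nM final) in HEPES pH 7.5 buffer with NaCl, Tween 20, EDTA and TCEP; fluorescence polarization was read after 20 min at r.t.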
Tb PFK inh: qHTS Assay to Find Inhibitors of T. brucei phosphofructokinase; Potency, µM (doses to about 57.5 µM), for inactives: at the top dose activity, negative = inhibition, hits mostly inhibitors; 330,000 tested, 0.17% active; T. brucei PFK, ADP-Glo luminescence; ATP-dependent 6-phosphofructokinase (Trypanosoma brucei brucei), O15648; AID 485367, 2010;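 further: potency means the concentration at half of the fitted maximal effect; 0% = uninhibited 1x PFK enzyme wells and -100% = no-enzyme wells; nearly all actives have a fitted effect of over 60% in size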
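PFK 1.25 nM, F6P 0.5 mM, ATP 0.1 mM, 0.1 M TEA pH 8.0, 5 mM MgCl2, 0.01% Tween20, 0.1% BSA; 45 min RT. ADP-Glo readout. qHTS titration up to 57 uM; curves fitted, compounds curve-classed.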
Mito fusion yeast: qHTS Assay for Small Molecule Inhibitors of Mitochondrial Division or Activators of Mitochondrial Fusion. S. cerevisiae fusion-defective mutant growth rescue, CellTiterGlo 48 h. Potency, µM (top dose mostly 46.1 µM), for inactives: at the highest dose growth rescue (activation), actives largely listed as activators. 320,000 tested, 0.23% active;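 further: potency means the concentration at half of the fitted maximal effect; % of control where 0% means no effect; nearly all actives have a fitted effect of over 45% in size; temperature-sensitive fusion mutants such as fzo1-1 at 37 °C on non-fermentable ethanol glycerol medium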
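Read-out: ATP-based luminescence (CellTiterGlo, 10 min ambient) reporting growth of fusion-defective ts yeast after 48 hours at 37C on glycerol/ethanol YPEG medium in the presence of compound.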
Chronic BCR inh: qHTS Assay to Find Inhibitors of Chronic Active B-Cell Receptor Signaling | ABC-DLBCL IkBa-CBG/CBR reporter, luminescence ratio, 4 h | Potency, µM (highest dose often 46.1 µM), for the others: at the top dose ratio change, negative = lower green/red ratio, hits mostly inhibitors | 340,000 tested, 0.05% active; active means well fitted inhibition curve with a large enough effect in the signal ratio, with a control signal flat, not every such curve was filed as active; inconclusive means small, poorly fitted or top-dose-only effect, or effect the other way, or a change in a side signal; the % refers to the signal ratio;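 further: potency means the concentration at half of the fitted maximal effect; plate controls were basal doxycycline-induced cells for no effect and cells given 10 µM MG132 for full effect; MG132 reads +100%, hits lower the ratio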
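Compounds up to 46 uM were incubated four hours with TMD8 cells whose green CBG68 luciferase is fused to IkappaBalpha; red CBR luminescence normalised the signal, and concentration-effect curves were fitted to fusion, red and ratio data.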
Integrin act MD: qHTS for Activators of Integrin-Mediated Alleviation for Muscular Dystrophy. alpha7betagal myoblasts, beta-gal FDG fluorescence, 48 h. Potency, µM (highest dose often 38.3 µM), for the others: at the highest dose activation, most hits filed as activators. 350,000 tested, 0.064% active. AID 624291, 2012;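 further: potency means the concentration at half of the fitted maximal effect; 100% = response of the positive control SU9516; nearly all actives have a fitted effect of over 60% in size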
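Alpha7betagal+/- myoblasts (passage 13) were plated 16-24 hr, then exposed to compounds (1:260 dilution of DMSO stock) for 48 hours at 37C. After MPER lysis, β-galactosidase reporter activity was read as FDG fluorescence (ex 480/em 540) after 30 minutes.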
Starred values were filed as active, the others as inactive; ? = inconclusive; · = not tested or not shown; [ ] = dose if it differs, or a comment. Unless noted, the call rests on the fitted dose curve; in most records, active means well fitted curve in the direction sought with a large enough effect; inconclusive means small, poorly fitted or top-dose-only effect, or another doubt; inactive means no such curve, though single readings can be large; an effect the other way counts as inactive or inconclusive.

#	mol	TSHR antagonist	AT treatment	ASM inhibitor	ELG1 DNA repair	Eya2 phos inh	TCR activator	PTAP TSG101 blk	Tb PFK inh	Mito fusion yeast	Chronic BCR inh	Integrin act MD
1	COCCn1c(SCC(=O)Nc2ccc3[nH]c(=O)[nH]c3c2)nc2ccccc2c1=O	30.1	13.6%	1.8%	3.4%	4.1%	-4.1%	-3.2%	?	-3.7%	?	1.2%
2	CCN(CC(=O)Nc1ccc(OC)cc1)C(=O)c1ccc2c(c1)NC(=O)C(C)S2 (stereo not drawn)	19.6	2.0%	4.6%	22.7%	-1.8%	-2.9%	1.0%	-2.6%	1.1%	?	1.7%
3	Cn1c(SCC#N)nnc1-c1cccnc1	0.4	1.1%	-0.6%	-1.3%	2.0%	2.5%[46.1 µM]	-2.8%	0.0%	3.8%	4.5%	-0.5%
4	O=C(c1cc(COc2c(F)cccc2F)on1)N1CCC(c2ccccc2Cl)C1 (stereo not drawn)	2.3	10.5%	-1.4%	6.9%	-3.3%	-0.8%	0.7%	-8.5%	2.5%	?	1.4%
5	COc1ccc(/C=C/C(=O)O)cc1S(=O)(=O)NCc1ccccc1	-6.1	0.0%	4.5%	8.3%	-4.6%	-4.6%	-0.7%	14.7%	-6.3%	?	?
6	C=CCn1c(NCc2ccccc2)nc2ccccc21	15.0	2.7%	-1.7%	?	7.6%	·	-3.5%	1.5%	-9.9%	-1.2%	?
7	Cc1ccc(C(=O)NNC(=O)c2n[nH]c(=O)c3ccccc23)cc1C	1.7	-10.5%	-5.9%	?	5.2%	0.2%	0.0%	0.0%	3.4%	-1.6%	-9.6%
8	COc1ccc(-c2c(N)nnc3c2[nH]c2ccccc23)cc1OC	-7.5	-4.5%	105.5%[activator]	-11.4%	2.8%	2.8%	-8.6%	4.5%	0.6%	?	25.0%
9	COc1ccccc1NC(=S)N=Nc1c(O)[nH]c2ccc(Br)cc12	-6.5	-3.4%	-7.0%	?	3.8%	12.1%	1.1%	2.0%	23.9%	?	-36.6%
10	CC(C)(C)c1cc2ncnc(N3CCCCC3)c2s1	-1.7	-8.8%	11.1%	12.0%	2.1%	9.3%	0.4%	-0.1%	-6.5%	2.2%	-5.9%
11	Nc1cccc(Cl)c1N1CCOCC1	6.4	-4.2%	5.6%	6.4%	19.0%	·	-2.2%	2.0%	-1.7%	1.1%	9.4%
12	Cc1c(/C=N/NC(N)=O)c2ccccn2c1C(=O)c1ccncc1	-5.6	-1.7%	-6.0%	?	-8.2%	2.9%	-1.0%	2.5%	-4.1%	?	-21.6%
13	Cc1ccc(NC(=O)COC(=O)CNC(=O)c2ccc(Br)cc2)c(C)c1	2.5	1.4%	-2.7%	0.3%	0.9%	3.6%[46.1 µM]	-4.3%	-2.1%	0.6%	4.3%	-2.9%
14	COc1cc(C(CC(=O)N2CCN(c3ccccc3)CC2)c2c(OC)cc(OC)c3ccc(=O)oc23)cc(OC)c1OC (stereo not drawn)	-7.4	19.4%	-4.3%	12.0%	-0.6%	14.0%	·	-3.4%	17.7%	?	13.9%
15	CC(C)(C)C(=O)/C(=C\c1ccc([N+](=O)[O-])cc1)n1cncn1	-40.9	?	·	11.6µM*	-6.5%	2.4%[46.1 µM]	·	-10.2%	-19.3%	?	·

Continued:
#	mol	TSHR antagonist	AT treatment	ASM inhibitor	ELG1 DNA repair	Eya2 phos inh	TCR activator	PTAP TSG101 blk	Tb PFK inh	Mito fusion yeast	Chronic BCR inh	Integrin act MD
16	CCOC(=O)N/N=C(\C)c1ccccc1OC(F)F	8.8	-8.0%	4.4%	9.9%	2.5%	-1.3%	-2.1%	-1.1%	1.7%	-1.2%	-10.7%
17	Cc1c(C(=O)N2CCCCC2C)sc2nc3n(c(=O)c12)CCC3 (stereo not drawn)	-4.6	-2.7%	2.9%	12.3%	7.6%	-3.0%	-6.1%	-1.8%	8.3%	-3.8%	20.4%
18	CCc1ccc2oc(=O)cc(CN3CCN(CCO)CC3)c2c1	0.3	·	3.4%	15.4%	7.4%	1.1%	-2.3%	0.6%	-2.9%	4.0%	-22.9%
19	CCCCCCCC(=O)Nc1cc(C(=O)NCCC)ccc1N1CCC2(CC1)CC(c1ccccc1)=NO2	0.0	-7.0%	-12.2%	?	-0.3%	-3.9%	-4.8%	-2.5%	-3.4%	-9.1%	-0.8%
20	CC(C)CNC(=O)[C@H](Cc1ccccc1)NC(=O)c1ccco1	-7.5	-0.9%	-1.3%	1.6%	1.1%	-4.2%	1.1%	0.7%	17.5%	3.0%	0.0%
21	COc1ccccc1NC(=O)Nc1cccnc1	1.3	3.5%[11.5 µM]	-1.6%	17.8%	-7.5%	-2.8%	-3.7%	1.2%	?	-6.0%	11.2%
22	COc1ccc(-c2cnc(SCCNC(=O)c3ccc4c(c3)OCO4)[nH]2)cc1	1.2	0.3%	·	-22.3%	-2.4%	1.9%	-2.3%	-6.6%	-3.2%	2.7%	15.3%
23	CCCNC(=O)Nc1ccc(C)cc1C	-2.0	43.2%	2.7%	0.0%	-20.2%	-3.0%	0.2%	-8.2%	11.6%	?	-8.1%
24	Cc1ccc(N2CC(O)Cn3c2nc2c3c(=O)n(C)c(=O)n2C)cc1 (stereo not drawn)	-6.5	1.5%	-3.5%	3.5%	0.8%	-3.8%	0.3%	4.0%	-0.3%	?	20.6%
25	CCCn1c(N)c(C(=O)CSc2ncc(C(F)(F)F)cc2Cl)c(=O)[nH]c1=O	14.1	-11.0%	1.4%	-2.6%	18.1%	0.3%	2.4%	-8.1%	0.3%	?	-4.1%
26	O=C(O)C1CCN(C(=O)c2ccc3c(c2)OCO3)CC1	6.5	5.0%	5.4%	-4.6%	2.4%	0.9%	-0.5%	-0.5%	0.6%	?	3.7%
27	CCCCOC(=O)CSCC(=O)Nc1cc(C)on1	12.6	-0.7%	1.9%	11.8%	-13.1%	6.1%	-5.9%	-0.2%	-2.7%	3.3%	11.7%
28	COC(=O)c1ccccc1NC(=O)CSc1nc(NC(=O)c2ccccc2)c2c(C)c(C)oc2n1	4.6	-2.0%	-4.6%	?	9.8%	-16.0%	-1.7%	0.9%	1.1%	-0.2%	3.3%
29	Cc1ccc(C(=O)N/C(=C\c2ccccc2)C(=O)NCc2ccncc2)cc1	13.6	13.4%	3.3%	1.84µM*	1.0%	-4.4%	-8.4%	-4.9%	-1.3%	?	1.2%
30	O=C(CCc1nnc(-c2ccc3c(c2)OCO3)o1)N1CCC(c2ccc(F)cc2)C1 (stereo not drawn)	-2.7	0.7%[11.5 µM]	-1.3%	?	-10.9%	4.6%	-4.4%	0.2%	6.1%	0.4%	-13.7%
31	CCN(CC(=O)Nc1c(F)cccc1F)C(=O)C1CC(=O)N(c2ccc3c(c2)OCCO3)C1 (stereo not drawn)	-0.1	-4.9%	-1.8%	12.9%	-34.8%	-0.7%	-0.3%	6.6%	-3.6%	-13.2%	-6.3%
32	NC(=O)C1CCN(C(=O)c2cc(-c3ccc(Cl)s3)nc3ccccc23)CC1	·	-2.9%	56.1%	-9.8%	4.4%	7.8%	-10.0%	3.2%	·	-4.3%	1.8%
33	CCc1noc(C)c1C(=O)OC(C)C(=O)c1c(C)[nH]c2ccccc12 (stereo not drawn)	-11.2	3.7%	-3.3%	1.5%	-17.5%	-1.8%	0.3%	-13.2%	?	-5.0%	-0.8%
